# Assay outcomes from PubChem BioAssay.
# Wee1 stabilizer: inhibitors of human Wee1 degradation | P30291 | HeLa Luc-Wee1K328M stability, luciferase luminescence; 100% = proteasome inhibitor MG132 effect | reporter increase, % at 5 µM | 1.2% of 220,000 active | AID 1321;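 active = activation above the mean of all tested compounds plus 3 SD, set per screening run, cut at about 8.8% in these data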;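 note: cells exposed to compound for 20 h before luminescence read; 0% = DMSO alone and 100% = MG132 at 30 µM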
# FXIIa inh 1536: blocks human coagulation factor XIIa protease activity; P00748; purified FXIIa, Boc-QGR-AMC fluorogenic substrate, 2 h; inhibition, % at 5 µM; 0.3% of 220,000 active; AID 800; in the data active = inhibition above about 40%;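 note: 0% = enzyme with no compound and 100% = blank without enzyme; many of its hits are not listed in these tables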
# TNF necrop inh: inhibitors of TNF-alpha induced necroptosis in Jurkat FADD-/- cells | Jurkat FADD-/- TNF necroptosis rescue, ATP luminescence, 24 h; 0 = TNF only, 100 = no-TNF cells | activation (protection from cell death), % at 10 µM | 0.068% of 220,000 active | AID 463075;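 active = activation, meaning protection from cell death, of at least 50% relative to plate controls; inactive = activation below 50%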;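 note: necroptosis triggered by 40 ng/mL TNF-alpha added together with compound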
# PGE2 EP2 inh: inhibitors of human EP2 prostaglandin E2 receptor. C6 glioma cells expressing human EP2, cAMP TR-FRET; cells stimulated with saturating PGE2. 0.52% of 260,000 active. inhibition, % at 25 µM. P43116;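 active = percent inhibition above 40 after rounding to a whole number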;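 note: rat C6 glioma host cells with rolipram phosphodiesterase inhibitor present; the protocol text gives 20 µM as final concentration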
# Target sequence (P43116 whole entry, looked up): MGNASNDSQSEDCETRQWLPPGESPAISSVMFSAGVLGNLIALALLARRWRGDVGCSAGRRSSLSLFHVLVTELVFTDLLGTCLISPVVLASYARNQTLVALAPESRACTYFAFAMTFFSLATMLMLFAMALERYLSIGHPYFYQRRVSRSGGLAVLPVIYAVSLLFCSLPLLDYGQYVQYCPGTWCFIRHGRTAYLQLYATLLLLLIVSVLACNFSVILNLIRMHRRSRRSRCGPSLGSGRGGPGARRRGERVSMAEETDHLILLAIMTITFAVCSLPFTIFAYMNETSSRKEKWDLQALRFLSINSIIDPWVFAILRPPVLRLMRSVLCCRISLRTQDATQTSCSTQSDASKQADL
# PPC-1+TRAIL kill: kills PPC-1 cancer cells in the presence of TRAIL; PPC-1 cells + TRAIL, ATPLite viability luminescence; cell killing (% activity), % at 4 µM; 0.41% of 220,000 active; AID 1443;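 active = cell killing above 50% in the first pass at 4 µM, then a duplicate retest at 5 µM averaging 50% or more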;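 note: plate controls were cells with TRAIL plus DMSO for no effect and medium-only wells lacking cells for full effect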
# FXIa inh: factor XIa (human) inhibition; P03951; purified FXIa, Boc-Glu-Ala-Arg-AMC fluorogenic substrate; inhibition, % at 5 µM; 0.14% of 220,000 active;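 active = inhibition of at least 40%; inactive = inhibition below 40%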;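 note: fluorescence of freed AMC excited at 355 nm; 0% = enzyme without compound and 100% = no enzyme blank; many of its hits are not listed in these tables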
# Target sequence (P03951 19-387 limits assumed): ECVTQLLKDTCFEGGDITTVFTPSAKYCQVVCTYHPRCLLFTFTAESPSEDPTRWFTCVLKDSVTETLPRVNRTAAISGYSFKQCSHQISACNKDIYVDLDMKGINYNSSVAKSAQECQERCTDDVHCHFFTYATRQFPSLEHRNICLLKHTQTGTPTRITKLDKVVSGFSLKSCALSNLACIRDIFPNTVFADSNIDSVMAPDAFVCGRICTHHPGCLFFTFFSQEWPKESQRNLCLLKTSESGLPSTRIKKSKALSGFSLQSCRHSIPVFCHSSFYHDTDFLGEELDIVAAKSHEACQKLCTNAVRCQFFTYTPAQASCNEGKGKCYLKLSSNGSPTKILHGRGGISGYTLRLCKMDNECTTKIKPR
# Target sequence (P03951 388-625 limits assumed): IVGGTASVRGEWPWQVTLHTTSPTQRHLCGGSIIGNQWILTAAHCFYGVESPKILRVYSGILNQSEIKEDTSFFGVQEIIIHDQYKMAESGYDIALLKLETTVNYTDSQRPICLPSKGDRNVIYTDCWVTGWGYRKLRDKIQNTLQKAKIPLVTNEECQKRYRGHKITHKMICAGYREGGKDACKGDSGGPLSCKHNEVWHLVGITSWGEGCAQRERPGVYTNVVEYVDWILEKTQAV
# L929 necroptosis: L929 zVAD cell death inhibition | L929 zVAD necroptosis rescue, ATP luminescence, 24 h; with zVAD 60 µM | viability rescue, % at 10 µM | 0.38% of 220,000 active | AID 1377;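 active = activation, scaled between plate controls, above about 75%, limit read from the data; inactive = activation under that limit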;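 note: 0% = zVAD with DMSO and 100% = DMSO alone without zVAD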
# CHOP inhibitor: CHOP inhibition in unfolded protein response. inhibition, % at 10 µM. 3.8% of 220,000 active. CHO-K1 CHOP-promoter luciferase, tunicamycin-induced, 15-18 h. AID 2732;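 active = compounds that reduced the stress-induced luciferase reporter signal by more than about 70% of percent inhibition, limit read from the data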;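 note: 0% = tunicamycin plus vehicle and 100% = wells without tunicamycin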
# Tb hexokinase: T. brucei hexokinase 1 inhibition; recombinant TbHK1, G6PDH-coupled NADH A340; inhibition, % at 10 µM; 0.11% of 220,000 active; AID 1430;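 active = inhibition of 50% or more in the single-dose primary screen; inactive = inhibition below 50%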
# An asterisk follows results filed as active; / = not tested or not shown; & = joins results of further samples. Only part of the results is shown; count on the stated rates, not on these rows.
SMILES,Wee1 stabilizer,FXIIa inh 1536,TNF necrop inh,PGE2 EP2 inh,PPC-1+TRAIL kill,FXIa inh,L929 necroptosis,CHOP inhibitor,Tb hexokinase
COc1ccccc1C1(CC(=O)N2CCCCC2)CCOC(C(C)C)C1 (stereo not given),-1,18,-1.3,/,6,8,-0.9,-5,5
O=c1cc(CSc2ccc(Cl)cc2)nc2nc[nH]n12,3,-10,0.1,6&8,33,-12,5.2,-1,0
Cc1ccccc1NC(=O)c1c(C)cc(=O)oc1C,3,6,0.0,2,-5,-1,-0.5,10,-3
COc1cccc(/C=N/NC(=O)c2ccccc2)c1OS(=O)(=O)c1ccccc1,-1,1,1.1,4,24,-8,2.0,9,26
O=C(COC(=O)c1ccc(Cl)cc1O)NCCN1C(=O)CSC1=O,2,-1,0.5,2,8,-8,-0.1,7,-8
CCC(=O)Nc1ccc(C(=O)CSc2nnc(-c3ccccc3F)n2C2CC2)cc1,7,16,-1.6,3,-6,18,0.8,-14,3
COC(=O)c1ccc(-n2nnnc2SCC(=O)Nc2cc(OC)ccc2OC)cc1,2,17,-3.1,11&16,-5,24,73,28,-1
CCCC(=O)N1CCN(c2ccc(NC(=O)c3cc4ccccc4o3)cc2)CC1,-1,7,0.5,12,2,-8,0.5,22,-22
O=c1c2ccccc2c(/C=N/n2cnnc2)c(O)n1-c1ccccc1,-3,7,-1.5,11,7,2,0.4,18,-12
Cc1cc(C)n(-c2nc3ccccc3nc2N2CCN(S(=O)(=O)c3ccc(F)c(C)c3)CC2)n1,-3,11,-1.3,10,26,3,0.0,10,-7
CN1CC2CCCC3(C1)C(=O)NC1(CCCCC1)N=C23 (stereo not given),-1,3,1.7,20,-16,-1,0.0,0,6
COc1cc(C2NC(=O)c3ccccc3O2)cc(OC)c1OC (stereo not given),-1,7,-3.6,11,20,-6,-0.3,-11,2
COc1cc(C)c(C)cc1S(=O)(=O)N1CCCCC1c1cccnc1 (stereo not given),4,13,-0.3,6,8,-1,-0.3,7,-4
C=CCc1c(C)nc(-c2ccccc2)nc1Nc1ccc(O)cc1,0,11,0.4,13,8,1,0.7,12,-1
CCOC(=O)c1c(-c2ccccc2)csc1N1C(=O)Nc2ccccc2N1O,4,14,-0.1,8,9,4,1.9,0,-4
CCOC(=O)/C(N=Nc1ccc(C(=O)O)cc1[N+](=O)[O-])=C(\C)O,-1,8,-0.8,6,18,-1,2.1,17,-25
CCn1c(/C=C/Nc2ccccc2)[n+](CC)c2ccc(Cl)cc21,-3,19,4.8,16,16,1,-0.6,-4,-40
CCOC(=O)CN1CC23C=CC(O2)C(C(=O)NC2CCCCCC2)C3C1=O (stereo not given),-2,4,0.4,12,-6,-7,0.3,20,-7
Cc1nc(C)c(-c2csc(NCCc3ccccc3)n2)s1,-1,10,1.6,9,5,5,0.2,36,1
CN(C)c1ccc(/C=N\NC(=O)c2csnn2)cc1,8,3,-1.4,18,35,2,-0.2,-33,-49

# Some of these compounds in order of the Tb hexokinase value, smallest number first.
smiles | Tb hexokinase
CN(C)c1ccc(/C=N\NC(=O)c2csnn2)cc1 | -49
CCOC(=O)/C(N=Nc1ccc(C(=O)O)cc1[N+](=O)[O-])=C(\C)O | -25
Cc1cc(C)n(-c2nc3ccccc3nc2N2CCN(S(=O)(=O)c3ccc(F)c(C)c3)CC2)n1 | -7

# Back to the main list, repeating the two entries before the break.
SMILES,Wee1 stabilizer,FXIIa inh 1536,TNF necrop inh,PGE2 EP2 inh,PPC-1+TRAIL kill,FXIa inh,L929 necroptosis,CHOP inhibitor,Tb hexokinase
Cc1nc(C)c(-c2csc(NCCc3ccccc3)n2)s1,-1,10,1.6,9,5,5,0.2,36,1
CN(C)c1ccc(/C=N\NC(=O)c2csnn2)cc1,8,3,-1.4,18,35,2,-0.2,-33,-49
O=C(N/N=C/c1cccc(OC(=O)c2ccc3c(c2)OCO3)c1)c1cncc(Br)c1,-5,-6,1.4,3,14,-1,0.5,8,0
CC(C)OC(=O)CSc1nnnn1-c1ccc2c(c1)OCCO2,0,-14,-1.0,6,-8,-2,0.0,-11,-2
O=C(NC(=S)Nc1ccccc1N1CCN(C(=O)c2ccccc2)CC1)c1cccs1,1,-1,-2.0,3,-12,-5,1.9,6,-10
CC(=O)Nc1ccc(NC(=O)CSc2nccn2Cc2ccccc2)cc1,-1,3,-1.4,7,6,4,1.8,-10,0
COc1ccc(-c2ccc(=O)n(Cc3cccc([N+](=O)[O-])c3)n2)cc1,1,5,-2.4,7,3,0,0.1,26,-9
C=CCn1c(SCC(=O)Nc2cc(C)cc(C)c2)nnc1-c1cnccn1,5,17,1.6,13,24,1,0.1,9,14
CNC(=O)N(O)C1N(/N=C/c2cccnc2)C(=S)SC1(C)C (stereo not given),-3,0,0.1,6,16,-6,0.5,1,-37
O=C(NCc1ccco1)C1CCN(S(=O)(=O)N2CCOCC2)CC1,1,17,-0.2,2,-2,4,-0.1,-10,22
CSC1=NCCN1C(=O)c1ccco1,2,0,-0.4,15,27,-9,1.0,-14,-8
CC(=O)OCC(=O)Nc1ccccc1OC(F)F,-3,3,-0.3,3,-3,-1,4.3,-1,-2
Fc1cc(Br)ccc1NC(=S)NCCc1ccccc1,-1,9,-1.9,12,-2,1,-0.1,11,-2
CCOc1ccc(N2C(=O)CC(Sc3nc(-c4cccs4)cc(C(F)(F)F)c3C#N)C2=O)cc1 (stereo not given),-2,7,-0.6,18,9,-1,0.4,18,-13
COc1ccc(CC(NC(C)=O)C(=O)NC2CCN(C(=O)C3CC3)CC2)cc1OC (stereo not given),2,2,0.6,3,4,-8,0.1,-9,-1
CSc1nc(N2CCCC2)c2c(c1C#N)CC(C)(C)OC2,6,21,0.0,6,30,4,0.2,8,-1
O=C(c1ccccc1F)N1CCCC(c2ccccc2)C1 (stereo not given),-2,8,1.9,15,15,6,-0.3,22,37
Cc1cc(SCC(=O)c2cccs2)nc2ccccc12,-1,7,2.7,8,-4,6,1.8,10,-4
C=CCn1c(SCC(=O)N2CCCCC2)nc(O)cc1=O,0,14,-0.7,5,18,6,0.3,-4,2
Cc1ccc(S(=O)(=O)N(C)CC(=O)Nc2cccc3c2CCCC3)cc1,1,12,-2.3,7,-9,2,1.0,9,1
Cc1nc(C)c(C(=O)Nc2cccc(C)c2C)o1,-1,10,1.4,9,15,3,1.1,33,1
Cc1ccccc1OCCNc1cc(N2CCCCC2)ccc1[N+](=O)[O-],-2,8,-4.1,9,10,2,0.2,63,4

# Filtered by structure: the compounds so far with a furan ring, fused or not.
SMILES,Wee1 stabilizer,FXIIa inh 1536,TNF necrop inh,PGE2 EP2 inh,PPC-1+TRAIL kill,FXIa inh,L929 necroptosis,CHOP inhibitor,Tb hexokinase
CCCC(=O)N1CCN(c2ccc(NC(=O)c3cc4ccccc4o3)cc2)CC1,-1,7,0.5,12,2,-8,0.5,22,-22
O=C(NCc1ccco1)C1CCN(S(=O)(=O)N2CCOCC2)CC1,1,17,-0.2,2,-2,4,-0.1,-10,22
CSC1=NCCN1C(=O)c1ccco1,2,0,-0.4,15,27,-9,1.0,-14,-8

# Profiles, quoted from the list.
# `CCOc1ccc(N2C(=O)CC(Sc3nc(-c4cccs4)cc(C(F)(F)F)c3C#N)C2=O)cc1` (stereo not given) across the screens: Wee1 stabilizer = -2; FXIIa inh 1536 = 7; TNF necrop inh = -0.6; PGE2 EP2 inh = 18; PPC-1+TRAIL kill = 9; FXIa inh = -1; L929 necroptosis = 0.4; CHOP inhibitor = 18; Tb hexokinase = -13
# `COc1ccc(-c2ccc(=O)n(Cc3cccc([N+](=O)[O-])c3)n2)cc1` across the screens: Wee1 stabilizer = 1; FXIIa inh 1536 = 5; TNF necrop inh = -2.4; PGE2 EP2 inh = 7; PPC-1+TRAIL kill = 3; FXIa inh = 0; L929 necroptosis = 0.1; CHOP inhibitor = 26; Tb hexokinase = -9

# The list continues.
SMILES,Wee1 stabilizer,FXIIa inh 1536,TNF necrop inh,PGE2 EP2 inh,PPC-1+TRAIL kill,FXIa inh,L929 necroptosis,CHOP inhibitor,Tb hexokinase
Cc1ccccc1NC(=S)NNC(=O)c1ccncc1,0,8,-2.3,1,9,2,0.2,-6,-26
Cc1ccc(-c2csc(C(C#N)=C3CCCC3)n2)cc1,-2,10,-0.3,5,7,-3,0.6,15,-3
Cc1nn(C)c(C)c1S(=O)(=O)N1CCC(C(=O)Nc2ccc3c(c2)OCCO3)CC1,0,-2,0.1,5,37,4,2.6,47,1
COCC(=O)NC1CCN(S(=O)(=O)c2ccc(C(=O)O)cc2)CC1,3,-4,-0.1,5,14,-7,0.4,20,7
CCC(C)(C)n1nnnc1C(c1cccs1)N1CCN(c2nc3ccccc3s2)CC1 (stereo not given),0,16,2.6,12,9,0,-0.3,37,8
COC(=O)c1ccc(NC(=O)COC(=O)C2CC(=O)N(Cc3ccccc3)C2)cc1 (stereo not given),1,1,0.7,3,-9,-12,0.0,-5,-2
Nc1ccc(-c2nc3cc(N)ccc3n2CCO)cc1,2,-2,-0.4,11,9,-7,0.5,30,-17
O=C1C2=C(NC(=S)NC2c2ccc(Cl)cc2)NC(c2ccc(Cl)cc2)N1c1ccc(Cl)cc1 (stereo not given),10*,-2,-2.2,11,1,-8,0.9,98*,0
Cc1cccc(Cn2c(=O)n(Cc3ccco3)c(=O)c3ccccc32)c1,10*,6,-2.0,13,-6,-2,-1.2,52,-2
c1coc(CNc2nc3nonc3nc2NCc2ccco2)c1,-1,1,-12,8,21,-2,-0.6,1,-8
CCN1C(=O)C2(C(C#N)=C(N)Oc3n[nH]c(-c4ccc(Cl)cc4)c32)c2ccccc21 (stereo not given),1,-5,-4.4,4,-18,-5,-1.3,19,-4
O=C(c1cccc(S(=O)(=O)N2CCOCC2)c1)N(Cc1ccc(F)cc1)Cc1ccco1,0,1,-0.4,7,20,-4,-1.0,14,0
Fc1ccc(-n2[nH]nnc2=S)cc1N1CCCC1,-2,24,0.6,4,7,10,2.2,-20,3
Cc1ccc(NC(=O)c2ccccc2F)cc1S(=O)(=O)N1CCCCCC1,1,-4,0.0,3,23,2,0.1,13,-1
Cc1ccc(N2C(=O)[C@@H]3[C@H](C2=O)C2c4ccccc4C=NN2[C@@H]3C(=O)c2ccc(Cl)cc2)cc1 (stereo not given in full),-2,-3,2.1,6,0,-8,0.0,19,-6
S=C(NCc1ccc2c(c1)OCO2)NCc1ccc2c(c1)OCO2,12*,10,2.1,5,14,8,-0.4,-7,-1
O=C(CCc1nnc(CCCCc2ccccc2)o1)NCCCc1cccnc1,-3,3,-2.2,3,/,-3,-1.1,8,-3
CSc1nnc2ccc(-c3cccs3)nn12,2,2,-2.2,2,6,-5,6.0,29,-9
O=S(=O)(Nc1ncccn1)c1ccc(Nc2ncnc3ccccc23)cc1,-1,10,-1.2,4,-5,0,0.3,31,-13
O=C(CSc1ccc(-c2ccccc2)nn1)c1ccccc1,6,6,2.0,5,-8,9,1.2,14,4
CCOCC(=O)Nc1ccccc1C(=O)O,0,6,0.7,8,13,-5,0.5,11,-1
C#CCNC(=O)C1=C[C@@H](c2coc3ccccc3c2=O)C[C@@H](OCCCCO)O1,2,12,-0.2,2,8,1,-0.2,10,-4
